dFosB act = enhances mouse delta FosB homodimer DNA binding; P13346; purified delta FosB, TAMRA-CDK5 oligo fluorescence polarization; percent of positive-control signal above neutral wells; activation, % at 25 µM; 340,000 compounds, 0.99% hits; AID 493131;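 active means mean activation above about 17%, with every replicate also reaching it, limit read from the data, passing the limit was not always enough; inconclusive means only one of the two conditions met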;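 further: fluorescence polarization rise as delta FosB binds a TAMRA Cdk5 AP-1 oligo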
Target sequence (P13346 whole entry, looked up): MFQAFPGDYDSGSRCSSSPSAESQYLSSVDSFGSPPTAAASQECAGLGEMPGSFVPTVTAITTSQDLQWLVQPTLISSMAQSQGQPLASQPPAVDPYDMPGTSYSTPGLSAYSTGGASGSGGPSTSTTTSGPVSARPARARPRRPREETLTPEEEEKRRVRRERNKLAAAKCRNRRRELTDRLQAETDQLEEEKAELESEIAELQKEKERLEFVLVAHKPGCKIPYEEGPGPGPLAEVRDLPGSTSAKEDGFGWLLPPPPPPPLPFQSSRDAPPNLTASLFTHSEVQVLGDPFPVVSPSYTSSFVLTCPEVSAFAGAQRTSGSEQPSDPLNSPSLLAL
HTR5A ag = HTR5A agonism, opioid heterodimer counter-screen | HTR5A agonist assay, luminescence, cell-based | activation, % at 9.3 µM | 340,000 compounds, 0.61% hits | AID 504692; in the data active means activation mostly above about 9.5%, no sharp cut-off; inactive means mostly below about 7.6%;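 further: 0% = cells with vehicle only and 100% = reference agonist; strong numbers were not always called active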
Target sequence (P47898 whole entry, looked up): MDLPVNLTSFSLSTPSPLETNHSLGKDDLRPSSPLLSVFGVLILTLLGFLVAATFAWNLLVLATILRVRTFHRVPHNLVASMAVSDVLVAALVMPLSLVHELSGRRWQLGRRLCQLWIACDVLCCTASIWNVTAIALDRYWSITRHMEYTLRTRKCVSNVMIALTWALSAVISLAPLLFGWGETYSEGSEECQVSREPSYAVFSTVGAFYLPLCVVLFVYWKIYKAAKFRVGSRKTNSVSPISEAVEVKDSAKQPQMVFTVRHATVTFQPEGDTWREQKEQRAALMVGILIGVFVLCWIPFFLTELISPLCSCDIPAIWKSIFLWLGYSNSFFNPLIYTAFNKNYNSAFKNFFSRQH
PvdQ acylase = P. aeruginosa PvdQ acylase inhibition; purified PvdQ acylase, fluorescence plate reader; 340,000 compounds, 0.063% hits; inhibition, % at 10 µM; AID 488965; in the data active means inhibition above about 30%, passing the limit was not always enough; inconclusive means no clear call, values can overlap the other calls;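 further: 0% = vehicle neutral wells and 100% = reference inhibitor wells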
MITF TRPM1 HTS = activators of MITF-driven TRPM1 promoter activity in SK-MEL-5 cells | SK-MEL-5 TRPM1-promoter luciferase, 24 h; % of positive control, neutral wells = 0 | 300,000 compounds, 0.75% hits | activation, % at 12.5 µM;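 active means mean activation of at least 80% with every replicate also reaching 80%; inconclusive means mean reaches 80% but some replicate falls short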;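 further: 0% = neutral control wells and 100% = parthenolide positive control wells; values of inactives mirror those of a sister screen read the other way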
V-ATPase pHluor = regulators of yeast V-ATPase proton transport; response, % at 10 µM; 350,000 compounds, 0.37% hits; S. cerevisiae, pHLuorin cytosolic pH fluorescence; in the data active means response mostly above about 7.3%, no sharp cut-off; inactive means mostly below about 5.4%; further: actives read high; inactives centre near 0; some compounds called inactive have numbers as strong as hits; reference of the scale not given here
CDK5 inh = inhibitors of human CDK5/p35 kinase; Q00535+Q15078; Recombinant CDK5/p35, ADP-Glo luminescence, 60 min; inhibition, % at 10 µM; 330,000 compounds, 0.01% hits; AID 488839;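 active means highest replicate inhibition of at least 50% and at least 75% of replicates reaching 50%; inconclusive means only one of the two criteria met; inactive means both criteria failed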;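 further: plate controls were DMSO neutral control for no effect and GW8510 at 10 µM for full effect; many of its hits are not listed in these tables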
NSD2 inh = blocks human histone methyltransferase NSD2 | O96028 | AID 743445 | NSD2 peptide methylation, AlphaScreen, 120 min | 310,000 compounds, 0.54% hits | inhibition, % at 12.5 µM; in the data active means inhibition above about 50%
HTR5A inv ag = HTR5A inverse agonism, opioid heterodimer counter-screen; P47898; HTR5A cell line, luminescence; inhibition, % at 9.3 µM; 340,000 compounds, 0.083% hits; AID 504634; in the data active means inhibition mostly above about 23%, no sharp cut-off; inactive means mostly below about 18%;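 further: 0% = cells with DMSO and 100% = no-cell wells with DMSO; some compounds called inactive have numbers as strong as hits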
Wnt act = Wnt/beta-catenin pathway activation; Wnt/beta-catenin reporter cell assay, activator, plate reader; activation, % at 9.35 µM; 300,000 compounds, 1.2% hits; in the data active means activation above about 30%, passing the limit was not always enough; inconclusive means no clear call, values can overlap the other calls;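 further: 0% = neutral control wells and 100% = positive control wells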
SR-BI HDL uptake = mouse SR-BI HDL lipid transfer inhibition | Q61009 | ldlA[mSR-BI] CHO cells, DiI-HDL uptake fluorescence, 3 h | inhibition, % at 12.5 µM | 320,000 compounds, 0.96% hits | AID 488896;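 active means mean replicate inhibition of at least 70% and a set share of replicates each scoring 70 or more; inconclusive means meets just one of the two criteria; inactive means fails both criteria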;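 further: 0% = median of neutral control wells and 100% = median of positive control wells; values of inactives mirror those of a sister screen read the other way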
* marks the source's active call; other numbers are inactive results; u = inconclusive; x = not tested or not shown.

SMILES	dFosB act	HTR5A ag	PvdQ acylase	MITF TRPM1 HTS	V-ATPase pHluor	CDK5 inh	NSD2 inh	HTR5A inv ag	Wnt act	SR-BI HDL uptake
O=C(CCc1nc2ccccc2c(=O)[nH]1)N1CCN(C/C=C/c2ccccc2)CC1	-5	3	4	x	1	0.5	x	-38	-6	-21
CN1CCNC(=O)C1CC(=O)O (stereo not given)	5	3	-4	-1	-3	-0.2	-1	-7	-2	-31
CC1(C)CC(=O)C=C(c2cccnc2)C1	-1	0	-4	7	-2	0.7	x	0	-2	5
Oc1ccc(/C=N/Nc2ccnc3cc(Cl)ccc23)cc1O	109*	0	-6	-3	-3	3.5	3	1	8	30
Cc1ccc(C)c(NC(=O)CN(C)C(=O)C2COc3ccccc3O2)c1 (stereo not given)	-14	-5	-11	-1	1	-2.7	0	11	-1	-4
CC(C)(C)OC(=O)C[C@H]1C/C=C\C[C@H](CC(=O)N(CCO)Cc2ccccc2)C(=O)NCCOC1=O	2	-3	-6	-9	1	-0.8	x	-4	-3	-29
CNc1ncnc2sc(-c3ccccc3)cc12	7	0	2	18	-1	1.2	x	1	-1	51
CC(C)N1CCN(Cc2ccc(C#CC(C)(C)O)s2)CC1CCO (stereo not given)	-1	-13	-1	4	-1	4.0	-1	-4	-1	5
C[C@@H]1CN([C@@H](C)CO)C(=O)c2cc(N(C)C)ccc2O[C@@H]1CN(C)Cc1ccncc1	0	2	-9	-7	-2	-3.5	x	-13	11	-13
COc1ccc(-n2cc(CN(C)Cc3n[nH]c(=O)[nH]3)c(-c3cccc(F)c3)n2)cc1	-5	5	-22	6	5	-1.9	-3	8	-1	21
N#C/C(=C\N1CCN(Cc2ccc3c(c2)OCO3)CC1)c1nc2ccccc2s1	-2	5	3	x	-1	0.6	11	-14	x	61
NS(=O)(=O)c1ccc(CCNC(=O)c2ccc(OCC3CCCO3)cc2)cc1 (stereo not given)	-1	1	5	6	-5	-3.1	-1	9	-1	11
COc1cc(Cl)c(C)cc1NC(=O)CSc1ccccc1	4	-5	8	-9	-2	3.0	2	-7	1	44
N=c1oc2cc(O)ccc2cc1C(=O)Nc1ccc(F)cc1	-3	-1	-2	35	-2	1.6	-3	3	u	0
CCCn1c2c(c(O)c(C(=O)Nc3ccc(OCC)cc3)c1=O)CCCC2	-11	4	2	4	3	0.4	-3	-24	x	3
Cc1nc(CN(C)C(=O)c2cc(COc3c(F)cccc3F)on2)cs1	2	0	-4	17	-2	-2.2	-5	1	0	-10
OCC[C@H]1C[C@H](O)[C@@H](O)[C@@]2(CCCc3ccccc3O2)O1	0	-5	-18	5	6	0.7	x	13	3	11
CCOC(=O)C(=NC1CCS(=O)(=O)C1)NNc1cc(Cl)ccc1Cl (stereo not given)	-7	-1	-7	3	1	0.8	11	2	11	22
COc1ccc(OC)c(NC(=O)COC(=O)c2ccc(OC)c(S(=O)(=O)N3CCOCC3)c2)c1	-2	5	-11	17	-2	-2.0	0	-13	-1	2
CCCCc1ccc(NC(=O)N[C@H](C(=O)O)C(C)CC)cc1 (stereo not given in full)	-2	-3	-9	0	1	0.3	0	-12	x	-1
COc1ccccc1NC(=O)CN(Cc1ccco1)C(=O)c1ccc(N2CCCC2=O)cc1	-2	4	25	-4	2	2.4	1	-16	0	8
O=C(CCOc1ccccc1)Nc1ccnn1C1CCN(C(=O)CCC(F)(F)F)CC1	-1	2	-2	16	1	1.4	2	-13	1	15
Nc1nccnc1C(=O)OCC(=O)Nc1ccc2[nH]c(=O)[nH]c2c1	9	1	-2	-7	1	5.4	1	-4	-3	3
Cc1onc(-c2ccccc2Cl)c1C(=O)N1C=CC(C(F)(F)Cl)=NCC1	-3	5	3	4	2	-0.3	-5	-12	x	-27
CCN(CC)S(=O)(=O)c1cccc(-c2nnc(SCC(=O)NCCC3=CCCCC3)n2N)c1	-11	5	-4	5	-1	-1.5	1	-26	x	18
Next results.
SMILES	dFosB act	HTR5A ag	PvdQ acylase	MITF TRPM1 HTS	V-ATPase pHluor	CDK5 inh	NSD2 inh	HTR5A inv ag	Wnt act	SR-BI HDL uptake
Cc1nnc(NC(=O)c2sc3ccccc3c2Cl)s1	-17	3	-6	29	0	0.3	-1	22	28	6
COc1ccc(CC(=O)OCC(=O)NCC2CCCO2)cc1OC (stereo not given)	9	-2	-9	-2	0	0.0	-5	5	-5	-17
O=C(O)c1ccc(NC(=S)Nc2ccc(S(=O)(=O)Nc3ccccn3)cc2)cc1	-7	4	11	-6	4	0.1	0	-18	-4	-10
O=c1c(Br)c(N2CCOCC2)cnn1-c1ccccc1	4	1	-10	62	2	-2.2	-2	-4	2	-8
O=[N+]([O-])c1ccc(/C=C/c2ccc3cccc(O)c3n2)cc1	3	0	3	18	2	0.8	3	2	30	10
O=C(c1ccc(S(=O)(=O)Nc2cccc(C(F)(F)F)c2)cc1)N1CCN(c2ccccc2O)CC1	-7	0	-8	-12	0	-0.3	2	0	1	34
O=C(OCCN1C(=O)c2ccccc2C1=O)c1cccs1	-1	-3	-5	12	2	1.4	x	7	-3	-8
CCCn1c(SCN2C(=O)c3ccccc3C2=O)nc2cc(Cl)ccc2c1=O	-1	2	-10	-5	2	x	-1	10	17	12
Cn1c(=O)n(C)c2cc(NC(=O)C(F)(F)F)ccc21	2	2	11	-7	20	0.1	0	-2	x	14
O=C(CCCN1CC=C(n2c(=O)[nH]c3ccccc32)CC1)c1ccc(F)cc1	-6	3	5	-3	5	0.5	x	-10	-1	12
COc1ccc(OC)c(NC(=S)N(CCc2c(C)[nH]c3ccccc23)Cc2cccs2)c1	-14	7	15	-11	0	-0.4	x	-19	-1	44
COc1cccc(OCCSc2nc3ccccc3c(=O)[nH]2)c1	-2	7	3	11	1	-0.1	0	-20	2	-26
CCOc1c(Br)cc(C2NC(=O)CCC2[N+](=O)[O-])cc1OC (stereo not given)	2	1	-17	-16	0	0.4	-3	-3	1	-11
Cc1ccc(NC(=O)N2CCC(C(=O)c3ccc(F)cc3)CC2)cc1	-19	5	-16	8	3	-7.4	-2	-14	0	24
COc1cc(C(C)=O)ccc1OCCN1CCC(Cc2ccccc2)CC1	-1	1	6	-5	-3	1.4	10	-3	7	-10
Cc1cccc(C)c1NC(=O)CN1C(=O)NC(C)(CCc2ccccc2)C1=O (stereo not given)	-1	4	-1	-1	-1	0.3	-2	-11	0	-11
COc1cc([C@@H]2C[C@H]3CN(c4ccccc4)C(=O)[C@]34CCCN24)cc(OC)c1OC	-9	4	-7	-8	1	0.4	39	14	-3	x
Cc1onc(-c2ccccc2Cl)c1C(=O)OCC(=O)c1c(N)n(C)c(=O)n(C)c1=O	-6	-1	-3	2	0	-4.4	-3	2	-1	30
CC(NC(=O)c1ccco1)C(=O)N1CCN(c2ccccc2)CC1 (stereo not given)	-8	-3	-1	6	-2	-0.4	0	10	-1	-24
COc1ccc(Cc2noc(CN(C)Cc3ccc(-n4cccn4)cc3)n2)cc1OC	-5	-3	-9	-7	-2	-3.2	-2	-16	-3	x
Cc1c(C(=O)O)cccc1-n1c(C)cc(C=O)c1C	-1	0	-7	-13	4	0.1	9	1	0	-4
CC(=O)NN(O)C1N(C)C(=O)N(Cc2ccccc2)C1(C)C (stereo not given)	7	0	-9	2	-2	1.6	-1	9	-1	1
C=CC[C@@H](CC(=O)N[C@@H](CO)Cc1ccccc1)C(=O)NC[C@H](OC(=O)[C@@H](CC=C)Cc1ccc(F)cc1)c1ccccc1	-4	2	-15	-41	2	-0.3	x	-16	-9	20
Cc1ccc(NCCC(=O)c2ccc(Cl)cc2)cc1C	-5	0	-6	17	-5	0.8	-1	-4	4	-38
Cc1ccc(CNC(=O)C(=O)NCC2OCCN2S(=O)(=O)c2ccc3c(c2)OCCO3)cc1 (stereo not given)	-9	6	2	-3	1	0.2	x	-19	-3	-12
The list continues:
SMILES	dFosB act	HTR5A ag	PvdQ acylase	MITF TRPM1 HTS	V-ATPase pHluor	CDK5 inh	NSD2 inh	HTR5A inv ag	Wnt act	SR-BI HDL uptake
Clc1cccc(CSC2=NCCCN2)c1	2	0	10	x	-2	-2.0	5	0	x	-8
CNC(=O)COC(=O)c1ccc(Cl)c(S(=O)(=O)N2CCCC2)c1	0	-1	-10	4	-1	-0.3	x	1	-11	-24
O=S(=O)(NCC1CCCO1)c1ccc(-c2ccc(Cl)cc2)cc1 (stereo not given)	-3	0	-12	4	1	-0.5	0	0	-3	-2
COc1cccc(NC(=O)Nc2nnc(CC(=O)NCc3ccccc3)s2)c1	39*	-3	-11	8	-1	-0.7	-11	-12	-4	x
Cc1ccc(C2Nc3ccccc3NC3=C2C(=O)CC(C)(C)C3)c(O)c1 (stereo not given)	-11	1	-5	-4	0	1.2	1	-4	0	-14
O=C(/C=C/c1ccco1)Nc1ccc(Cl)c(S(=O)(=O)N2CCOCC2)c1	-4	2	-5	-17	-2	-0.1	3	-6	3	66
CCCCCOC(=O)Nc1nnc(CCCCC)s1	-1	-3	-8	-1	-4	-2.1	1	-1	-3	-20
COCCCNC(=S)N1CCN(c2nc(-c3ccc(F)cc3)cs2)CC1	-11	1	-6	-4	-2	-1.9	2	-5	-2	36
COc1cc(-c2nc3cc(C)ccn3c2NC2CCCCC2)ccc1-c1ccc(C(C)=O)cc1	6	5	2	-2	1	-1.4	x	-8	-3	38
N#Cc1ccc(CSc2nnc(NC(=O)c3ccc(=O)[nH]c3)s2)cc1	-7	-1	-7	1	-2	1.0	x	0	0	x
Cc1ccc2c(Cl)c(C(=O)NCC(c3ccco3)N3CCCC3)sc2c1 (stereo not given)	-17	10	-10	60	2	0.6	-7	-10	3	5
CCOc1cc(Br)c(CC(=O)O)cc1OCC	-1	-1	-12	10	6	-2.6	x	-9	1	-5
COCCN(C(=O)c1ccc(N2C(=O)c3ccccc3C2=O)cc1)c1c(N)n(CC(C)C)c(=O)[nH]c1=O	-8	-1	-12	0	2	3.4	-1	3	0	-9
O=C(Nc1ccccc1F)Nc1ccccc1Br	-6	1	-15	45	3	-1.7	-2	-33	x	-10
CCOCCCN(C(=O)Cn1nnc(-c2ccc(OC)c(OC)c2)n1)C(C(=O)NCC1CCCO1)c1ccc(F)cc1 (stereo not given)	-10	0	-13	6	1	-0.7	0	-4	-2	16
COc1ccc(-c2cc([C@H]3[C@H]4C=CC[C@@H](C)[C@@H]4C(=O)N3Cc3ccccc3)ccc2F)cc1OC	-3	1	13	53	6	0.8	x	-2	12	39
COc1ccc(S(=O)(=O)NCCN2CCOCC2)c(C)c1C	-1	3	-12	-2	-1	0.5	7	-10	-1	-37
CCCc1nc2c([nH]1)c(=O)n(C)c(=O)n2C	8	3	-9	12	6	-0.3	1	-11	-1	-12
CN(CC(=O)O/N=C(\N)c1cccc([N+](=O)[O-])c1)S(=O)(=O)c1ccccc1	-9	-1	0	11	-5	-0.6	0	-9	x	-24
Cn1c(NC(=O)c2cccc(C(F)(F)F)c2)cc(=O)n(C)c1=O	-5	14	-16	-12	-3	-0.2	x	-39	-2	8
Cc1ccc(-c2csc3ncnc(-n4cnc5ccccc54)c23)cc1	0	1	1	-34	-1	0.3	-1	-6	-1	0
